M5 antag = CHRM5 antagonism in calcium assay. actives 0.59% (n = 360,000). CHO-hM5 cells, Fluo-8 calcium fluorescence, ACh EC80. inhibition, % at 3 µM. P08912;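 active = inhibition above a per-plate cutoff, the mean of that plate's test compounds plus 3 SD, cut at about 27% in these data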;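 also: 0% = acetylcholine EC80 with DMSO and 100% = DMSO without agonist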
Target sequence (P08912 whole entry, looked up): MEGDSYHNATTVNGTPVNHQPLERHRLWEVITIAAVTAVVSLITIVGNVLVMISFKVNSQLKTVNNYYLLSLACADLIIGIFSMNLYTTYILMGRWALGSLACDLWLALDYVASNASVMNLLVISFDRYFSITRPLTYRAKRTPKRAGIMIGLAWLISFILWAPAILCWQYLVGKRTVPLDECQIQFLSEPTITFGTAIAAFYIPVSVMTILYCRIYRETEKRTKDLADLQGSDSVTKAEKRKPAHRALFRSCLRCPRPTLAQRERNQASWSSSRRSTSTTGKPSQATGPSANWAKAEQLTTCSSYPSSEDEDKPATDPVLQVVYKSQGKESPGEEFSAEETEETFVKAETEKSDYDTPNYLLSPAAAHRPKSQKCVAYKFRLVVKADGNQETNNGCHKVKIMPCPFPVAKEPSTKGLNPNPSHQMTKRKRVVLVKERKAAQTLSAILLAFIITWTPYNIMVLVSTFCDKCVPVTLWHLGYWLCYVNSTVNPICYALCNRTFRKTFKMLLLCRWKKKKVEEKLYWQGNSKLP
CHRM1 antagonist = human CHRM1 antagonism; CHO-K1 hM1, Fluo-8 calcium fluorescence, ACh EC80 antagonist; inhibition, % at 3 µM; actives 1.3% (n = 360,000);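 active = percent inhibition above its own plate's cutoff, namely the mean of that plate's compound wells plus 3 SD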;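 also: peak over basal fluorescence ratio during 140 s after agonist addition; 0% = ACh EC80 plus DMSO and 100% = DMSO alone without agonist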
Target sequence (P11229 whole entry, looked up): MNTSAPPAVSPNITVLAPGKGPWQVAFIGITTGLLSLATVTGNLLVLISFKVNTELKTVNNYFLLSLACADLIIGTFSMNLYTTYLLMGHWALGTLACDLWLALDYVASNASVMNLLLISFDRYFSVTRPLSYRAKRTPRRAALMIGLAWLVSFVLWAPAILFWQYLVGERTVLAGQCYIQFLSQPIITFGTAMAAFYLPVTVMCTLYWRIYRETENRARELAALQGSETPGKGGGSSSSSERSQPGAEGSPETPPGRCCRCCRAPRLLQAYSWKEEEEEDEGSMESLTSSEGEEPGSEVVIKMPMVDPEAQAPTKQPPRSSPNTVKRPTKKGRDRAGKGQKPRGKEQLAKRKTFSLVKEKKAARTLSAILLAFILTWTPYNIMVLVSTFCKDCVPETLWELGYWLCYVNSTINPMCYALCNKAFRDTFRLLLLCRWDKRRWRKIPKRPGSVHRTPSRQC
M5 ag = agonists of human muscarinic M5 receptor (CHRM5); AID 624037; CHO-K1 hM5 cells, Fluo-8 calcium fluorescence; 0% DMSO wells, 100% maximal acetylcholine response; P08912; actives 0.19% (n = 360,000); activation, % at 3 µM;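 active = activation above the run's mean over test compounds plus 3 SD, cut at about 23% in these data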;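 also: signal is peak over basal fluorescence ratio across the kinetic read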
M1 PAM = potentiates human M1 receptor response to acetylcholine. P11229. CHO-K1 hM1, Fluo-8 calcium fluorescence, ACh EC20; 0% = ACh EC20, 100% = maximal ACh. activation, % at 3 µM. actives 0.088% (n = 360,000); in the data active = activation above about 19%, passing the limit was not always enough
CHRM5 PAM = positive allosteric modulators of human muscarinic M5 receptor. actives 0.3% (n = 360,000). P08912. activation, % at 3 µM. CHO-K1 hM5, Fluo-8 calcium, ACh EC20 PAM; 0% = ACh EC20, 100% = ACh EC100;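 active = activation above the run cutoff, the mean activation of all test compounds plus 3 SD, cut at about 18% in these data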
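Replicates: One well per compound, no replicates | System: Human M5 receptor in CHO-K1 cells | Benchmarks: Low control EC20 acetylcholine (0%), high control EC100 acetylcholine (100%) | Probe or stimulus: Acetylcholine, EC20 level | Times: Fluo-8 loading 80 min at 37 °C plus 30 min room temperature | Signal: Intracellular calcium via Fluo-8 fluorescence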
CHRM1 agonist = activates human CHRM1 receptor | P11229 | CHO-K1 hM1, Fluo-8 calcium fluorescence, agonist mode; 0% DMSO, 100% acetylcholine EC100 | activation, % at 3 µM | actives 0.33% (n = 360,000) | AID 588814;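 active = activation above the run's mean compound activation plus 3 SD, cut at about 16% in these data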;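 also: peak over basal fluorescence ratio within a 140 s kinetic read after compound addition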
CHRM4 agonist = agonists of human muscarinic M4 receptor (CHRM4); CHO-K1 hM4/Gqi5, Fluo-8 calcium fluorescence; vehicle 0%, full acetylcholine response 100%; activation, % at 3 µM; actives 0.14% (n = 360,000);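 active = activation above the run mean over all test wells plus 3 SD, cut at about 32% in these data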;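 also: peak over basal fluorescence ratio per well then scaled between controls; 0% = DMSO wells and 100% = acetylcholine at EC100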
CHRM4 antagonist = CHRM4 antagonism in calcium assay. P08173. CHO-hM4 cells, ACh EC80, Fluo-8 calcium fluorescence. inhibition, % at 3 µM. actives 0.73% (n = 360,000). AID 624125;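 active = inhibition above its plate's cutoff, the mean inhibition of sample wells plus 3 SD, cut at about 27% in these data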;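 also: 0% = acetylcholine EC80 with DMSO and 100% = DMSO without agonist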
TAAR1 agonist = agonists of human TAAR1; CHO RD-HGA16 TAAR1, Fluo-8 calcium fluorescence; vehicle wells 0%, saturating PEA agonist 100%; activation, % at 3 µM; actives 0.99% (n = 360,000);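 active = activation above the mean activation of all test compounds in the run plus 3 SD, cut at about 38% in these data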
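Assay system – CHO-derived RD-HGA16 cells with stable Gα16 and human TAAR1 · Compound dosing – one-point dosing at 3 µM (nominal) · Incubation – 17-24 h seeding, 75 min 37 °C dye, 30 min RT · Measured by – kinetic Fluo-8 calcium fluorescence · Control set – DMSO vehicle as 0%, PEA at EC100 as 100% · Repeats – single well for each compound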
The depositor's hits bear a star.

Screening Cc1ccc(OCc2cc(C(=O)N(C)Cc3cnc4ccccn34)no2)cc1C returned M5 antag 6, CHRM1 antagonist 15, M5 ag 2, M1 PAM -15, CHRM5 PAM -11, CHRM1 agonist 0, CHRM4 agonist 14, CHRM4 antagonist -2 and TAAR1 agonist 4.
`O=C(CNS(=O)(=O)Cc1ccccc1)NCc1ccccc1` gave M5 antag 2, CHRM1 antagonist -1, M5 ag -1, M1 PAM 3, CHRM5 PAM 6, CHRM1 agonist -3, CHRM4 agonist 3, CHRM4 antagonist -5 and TAAR1 agonist -2.
For COc1ccc(CNC(=O)C(c2ccco2)N(C(=O)c2ccccn2)c2ccccc2)cc1 (stereo unspecified) the results were M5 antag 1, CHRM1 antagonist -1, M5 ag 5, M1 PAM -5, CHRM5 PAM -2, CHRM1 agonist -5, CHRM4 agonist 10, CHRM4 antagonist -2 and TAAR1 agonist 10.
CCC(C)C(NC(=O)C1CCC(C)CC1)C(=O)Nc1ccc(OC)cc1OC (stereo unspecified) was read as M5 antag 8, CHRM1 antagonist -3, M5 ag -3, M1 PAM 4, CHRM5 PAM -1, CHRM1 agonist -6, CHRM4 agonist 0, CHRM4 antagonist 1 and TAAR1 agonist -3.
`Cc1ccc(S(=O)(=O)NC(=O)CSc2nc3ccccc3s2)cc1` gave M5 antag -3, CHRM1 antagonist 0, M5 ag 0, M1 PAM 4, CHRM5 PAM 0, CHRM1 agonist -1, CHRM4 agonist 0, CHRM4 antagonist 8 and TAAR1 agonist 17.
Screening Cc1ccc(S(=O)(=O)N2CCCN(S(=O)(=O)C3CCS(=O)(=O)C3)CC2)cc1 (stereo unspecified) returned M5 antag -5, CHRM1 antagonist 10, M5 ag 0, M1 PAM -3, CHRM5 PAM -2, CHRM1 agonist -4, CHRM4 agonist 1, CHRM4 antagonist 16 and TAAR1 agonist 15.
Screening CCOC(=O)c1c(C)oc(NC(=O)COc2ccc(Cl)cc2C)c1C#N returned M5 antag 2, CHRM1 antagonist -10, M5 ag 1, M1 PAM 2, CHRM5 PAM -2, CHRM1 agonist 0, CHRM4 agonist 5, CHRM4 antagonist 3 and TAAR1 agonist 3.
For Cc1ccc(C)c(NC(=O)CN(C)C(=O)c2cc(S(=O)(=O)N3CCOCC3)ccc2N2CCCC2)c1 the results were M5 antag 4, CHRM1 antagonist -5, M5 ag -3, M1 PAM -1, CHRM5 PAM -6, CHRM1 agonist -5, CHRM4 agonist 9, CHRM4 antagonist -19 and TAAR1 agonist 2.
For CSCCC(C(=O)Nc1c(C)cccc1C)n1c(COc2ccc(C)cc2)nc2ccccc21 (stereo unspecified) the results were M5 antag 7, M5 ag -4, CHRM5 PAM -11, CHRM4 agonist -1, CHRM4 antagonist 1 and TAAR1 agonist -1.
`CC(O)c1cccc(NC(=O)CC(c2ccccc2)c2ccccc2)c1` (stereo unspecified) gave M5 antag 4, CHRM1 antagonist -14, M5 ag 6, M1 PAM 4, CHRM5 PAM -4, CHRM1 agonist 1, CHRM4 agonist 3, CHRM4 antagonist -12 and TAAR1 agonist -1.
Screening COc1ccc(NC(=O)[C@@H]2CCCN2S(=O)(=O)c2ccccc2F)cc1S(=O)(=O)N1CCCCC1 returned M5 antag 15, CHRM1 antagonist -10, M5 ag -5, M1 PAM 1, CHRM5 PAM -5, CHRM1 agonist -1, CHRM4 agonist 9, CHRM4 antagonist -9 and TAAR1 agonist 8.
`Cn1c(Nc2ccc(Cl)cc2F)nc2cc(-c3ccccc3)sc2c1=O` gave M5 antag -6, CHRM1 antagonist -2, M5 ag 0, M1 PAM 1, CHRM5 PAM -2, CHRM1 agonist 1, CHRM4 agonist 0, CHRM4 antagonist -6 and TAAR1 agonist 2.
COc1ccc(C2COC(=O)C2=N)c(NC(=O)c2ccccc2)c1 (stereo unspecified) was read as M5 antag 6, CHRM1 antagonist -10, M5 ag -2, M1 PAM 4, CHRM5 PAM 0, CHRM1 agonist -3, CHRM4 agonist 1, CHRM4 antagonist 7 and TAAR1 agonist 0.
`COc1cccc(C#Cc2ccc3c(c2)O[C@H](CN(C)S(=O)(=O)c2ccccc2F)[C@H](C)CN([C@H](C)CO)S3(=O)=O)c1` gave M5 antag -9, CHRM1 antagonist 2, M5 ag 2, M1 PAM -9, CHRM5 PAM 5, CHRM1 agonist -3, CHRM4 agonist 1, CHRM4 antagonist -5 and TAAR1 agonist 0.
`O=C(c1ccco1)N1CCN(CC2CC3C=CC2C3)CC1` (stereo unspecified) gave M5 antag 12, CHRM1 antagonist 29*, M5 ag -11, M1 PAM -12, CHRM5 PAM -4, CHRM1 agonist -5, CHRM4 agonist 2, CHRM4 antagonist 7 and TAAR1 agonist -2.
Screening O=C1c2ccccc2-c2ccc(C(=O)N3CCOCC3)cc21 returned M5 antag 4, CHRM1 antagonist -5, M5 ag 0, M1 PAM 6, CHRM5 PAM -1, CHRM1 agonist -3, CHRM4 agonist 1, CHRM4 antagonist 6 and TAAR1 agonist 0.
`CS(=O)(=O)CCC(C(=O)n1nnc2ccccc21)N1C(=O)c2ccccc2C1=O` (stereo unspecified) gave M5 antag 7, CHRM1 antagonist -3, M5 ag -4, M1 PAM -3, CHRM5 PAM -3, CHRM1 agonist -4, CHRM4 agonist 0, CHRM4 antagonist 5 and TAAR1 agonist 5.
`Cc1cc(N2C(=O)c3ccc(C(=O)Nc4ccccc4O)cc3C2=O)no1` gave M5 antag 28*, CHRM1 antagonist -8, M5 ag -5, M1 PAM 4, CHRM5 PAM -5, CHRM1 agonist -2, CHRM4 agonist 0, CHRM4 antagonist -2 and TAAR1 agonist 1.
`O=C(CCn1c(=O)c2cccn2c2ccc(F)cc21)NCCc1ccccc1` gave M5 antag 6, CHRM1 antagonist -2, M5 ag -3, M1 PAM 0, CHRM5 PAM -2, CHRM1 agonist -2, CHRM4 agonist 9, CHRM4 antagonist 7 and TAAR1 agonist 17.
CCN(CC)C(=O)COc1coc(CN2CCN(c3ccccc3F)CC2)cc1=O was read as M5 antag -7, CHRM1 antagonist -3, M5 ag -1, M1 PAM 4, CHRM5 PAM 3, CHRM1 agonist -1, CHRM4 agonist 4, CHRM4 antagonist -3 and TAAR1 agonist 3.

Three compounds picked at random from those above, as already listed:
`COc1cccc(C#Cc2ccc3c(c2)O[C@H](CN(C)S(=O)(=O)c2ccccc2F)[C@H](C)CN([C@H](C)CO)S3(=O)=O)c1` gave M5 antag -9, CHRM1 antagonist 2, M5 ag 2, M1 PAM -9, CHRM5 PAM 5, CHRM1 agonist -3, CHRM4 agonist 1, CHRM4 antagonist -5 and TAAR1 agonist 0.
`O=C(CCn1c(=O)c2cccn2c2ccc(F)cc21)NCCc1ccccc1` gave M5 antag 6, CHRM1 antagonist -2, M5 ag -3, M1 PAM 0, CHRM5 PAM -2, CHRM1 agonist -2, CHRM4 agonist 9, CHRM4 antagonist 7 and TAAR1 agonist 17.
`Cc1cc(N2C(=O)c3ccc(C(=O)Nc4ccccc4O)cc3C2=O)no1` gave M5 antag 28*, CHRM1 antagonist -8, M5 ag -5, M1 PAM 4, CHRM5 PAM -5, CHRM1 agonist -2, CHRM4 agonist 0, CHRM4 antagonist -2 and TAAR1 agonist 1.

Remaining list, next part
N/C(=N\OC(=O)CC1CCCCC1)c1cccnc1 was read as M5 antag -1, CHRM1 antagonist -16, M5 ag 3, M1 PAM -1, CHRM5 PAM -3, CHRM1 agonist -3, CHRM4 agonist -1, CHRM4 antagonist -1 and TAAR1 agonist -1.
CN(C)S(=O)(=O)c1ccc(C(=O)NCCSc2ccc(Br)cc2)cc1 was read as M5 antag -7, CHRM1 antagonist -4, M5 ag -1, M1 PAM 3, CHRM5 PAM 5, CHRM1 agonist -6, CHRM4 agonist 8, CHRM4 antagonist 2 and TAAR1 agonist 8.
`COc1cccc(COC(=O)C2CCN(S(=O)(=O)c3ccc(Cl)cc3)CC2)c1OC` gave M5 antag 11, CHRM1 antagonist 9, M5 ag -1, M1 PAM -7, CHRM5 PAM -7, CHRM1 agonist -1, CHRM4 agonist 4, CHRM4 antagonist -4 and TAAR1 agonist 2.
Screening Cc1nc2cc(CC(=O)O)ccc2o1 returned M5 antag 3, CHRM1 antagonist 0, M5 ag 0, M1 PAM 6, CHRM5 PAM -8, CHRM1 agonist -3, CHRM4 agonist 1, CHRM4 antagonist 1 and TAAR1 agonist 1.
`COc1ccccc1C(CNC(=O)c1ccc(OCc2c(C)noc2C)cc1)N1CCCC1` (stereo unspecified) gave M5 antag 13, CHRM1 antagonist 27, M5 ag -2, M1 PAM -13, CHRM5 PAM -14, CHRM1 agonist -8, CHRM4 agonist 1, CHRM4 antagonist 9 and TAAR1 agonist 6.
Screening Cc1cc(N2CCN(C/C=C/c3ccccc3)CC2)n2ncnc2n1 returned M5 antag 18, CHRM1 antagonist -3, M5 ag 6, M1 PAM -5, CHRM5 PAM -14, CHRM1 agonist -1, CHRM4 agonist 8, CHRM4 antagonist -12 and TAAR1 agonist 5.
`Cc1cc(/C=N/N2CCN(C)CC2)c(C)n1-c1ccc(Cl)cc1` gave M5 antag 8, CHRM1 antagonist -16, M5 ag -2, M1 PAM 9, CHRM5 PAM 5, CHRM1 agonist -6, CHRM4 agonist 0, CHRM4 antagonist -3 and TAAR1 agonist -1.
Screening O=C(O)c1cccc(-c2ccc(/C=N/n3cnnc3)o2)c1 returned M5 antag 9, CHRM1 antagonist -14, M5 ag -4, M1 PAM 9, CHRM5 PAM -4, CHRM1 agonist 0, CHRM4 agonist 0, CHRM4 antagonist 5 and TAAR1 agonist -1.
Screening Cc1nc(S(=O)(=O)c2cccc(Cl)c2)nc2c1CCC2 returned M5 antag -5, CHRM1 antagonist -11, M5 ag -1, M1 PAM 7, CHRM5 PAM -1, CHRM1 agonist -2, CHRM4 agonist 0, CHRM4 antagonist 4 and TAAR1 agonist 2.
For O=S(=O)(Nc1ccc(-c2nc3cccnc3s2)cc1)c1ccccc1F the results were M5 antag 11, CHRM1 antagonist -10, M5 ag 2, M1 PAM 13, CHRM5 PAM -12, CHRM1 agonist -1, CHRM4 agonist 2, CHRM4 antagonist -6 and TAAR1 agonist 3.
Screening CCn1c2ccc(/C(C)=N\O)cc2c2cc(/C(C)=N\O)ccc21 returned M5 antag -2, CHRM1 antagonist -21, M5 ag -2, M1 PAM 6, CHRM5 PAM 3, CHRM1 agonist -3, CHRM4 agonist 0, CHRM4 antagonist 5 and TAAR1 agonist 19.
Screening O=C1C(O)CCN1Cc1ccccc1 (stereo unspecified) returned M5 antag 12, CHRM1 antagonist -3, M5 ag 0, M1 PAM -1, CHRM5 PAM -1, CHRM1 agonist -3, CHRM4 agonist 1, CHRM4 antagonist 11 and TAAR1 agonist 4.
`COc1cccc(OC)c1C(=O)Nn1c(-c2cccs2)nc2ccccc2c1=O` gave M5 antag 0, CHRM1 antagonist -2, M5 ag 2, M1 PAM -4, CHRM5 PAM -2, CHRM1 agonist -4, CHRM4 agonist 9, CHRM4 antagonist -9 and TAAR1 agonist 11.
For CCOC(=O)c1nnc(-c2ccc(C)cc2)nc1Sc1ccc(Cl)cc1 the results were M5 antag 17, CHRM1 antagonist 3, M5 ag -1, M1 PAM 0, CHRM5 PAM -3, CHRM1 agonist -3, CHRM4 agonist 0, CHRM4 antagonist -5 and TAAR1 agonist 4.

An excerpt (hit frequency here may not be typical).
